AID2073 = inhibitors of Mint1-CaV2.2 protein interaction, biochemical, HTRF (AID 2073); 290,000 tested, 0.19% active; HTRF protein-protein interaction, Mint1-CaV2.2; higher % means a stronger effect; inhibition, % at 20 µM, or IC50 in µM where a hit was titrated; in the data active = inhibition mostly above about 51%, no sharp cut-off; inconclusive = no clear call, values can overlap the other calls; inactive = mostly below about 53%; also: some results filed as inactive read as strong as hits
NTR1 agonist = agonists of NTR1, primary screen, imaging, U2OS cells, beta-arrestin-GFP, high content (AID 493036) | P30989 | NTR1-U2OS beta-arrestin-GFP spot imaging, agonist mode | activation, % at 20 µM | 330,000 tested, 0.17% active;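 active = activation at or above 40% of the spot to cytoplasm intensity ratio, with at least 20 cells analyzed; inconclusive = wells under 20 cells, flagged as cytotoxic or low count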;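 also: 0% = DMSO without peptide and 100% = 100 nM NTR1 peptide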
Target sequence (P30989 whole entry, looked up): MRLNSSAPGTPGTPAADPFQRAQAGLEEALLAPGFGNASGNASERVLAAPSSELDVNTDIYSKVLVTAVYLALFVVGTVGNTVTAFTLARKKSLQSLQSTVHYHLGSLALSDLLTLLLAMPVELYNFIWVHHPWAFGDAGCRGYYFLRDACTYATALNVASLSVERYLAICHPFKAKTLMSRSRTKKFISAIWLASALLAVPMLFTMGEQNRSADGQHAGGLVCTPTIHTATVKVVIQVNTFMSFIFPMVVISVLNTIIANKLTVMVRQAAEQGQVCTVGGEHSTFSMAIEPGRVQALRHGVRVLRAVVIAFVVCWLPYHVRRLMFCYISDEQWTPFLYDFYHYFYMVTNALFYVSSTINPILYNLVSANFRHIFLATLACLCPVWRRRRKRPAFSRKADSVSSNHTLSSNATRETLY
LYP inhibition = PTPN22 lymphoid phosphatase activity blockers – biochemical, fluorescence intensity, uHTS (AID 1779). recombinant LYP phosphatase, fluorescence intensity; higher % means a stronger effect. inhibition, % at 11.5 µM; hits with a dose series show IC50 in µM. 290,000 tested, 0.054% active; in the data active = inhibition above about 50%;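 also: plate controls were vehicle with enzyme for no effect and no enzyme for full effect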
NS5 inhibitors = flavivirus cap methylation enzyme inhibition – biochemical, confirmation dose response, primary screen (AID 588689). Dengue-2 NS5 methyltransferase capping enzyme assay, biochemical; higher % means a stronger effect. inhibition, % at 25 µM, or IC50 in µM where a hit was titrated. 340,000 tested, 0.3% active; in the data active = a potency from the dose series; inconclusive = inhibition above about 29% without an active follow-up result
WT yeast gro inh = growth inhibition of WT yeast, mitochondrial fusion screen. inhibition, % at 10 µM. AID 1362. mitochondrial fusion phenotypic screen, WT strain. 190,000 tested, 2.1% active; in the data active = inhibition above about 58%; tested in S. cerevisiae
Autophagy mod = modulators of autophagy | MEF GFP-LC3 puncta imaging; test concentration mostly 10 µM | calls only at 10 µM (by protocol) | 190,000 tested, 0.98% active | AID 463193;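 active = percentage of spot-positive cells more than 3 SD above its plate mean, without a fluorescence outlier flag or 80% toxicity; inconclusive = no clear call, values can overlap the other calls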;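 also: spot-positive cell cutoff set from DMSO-treated cells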
GPR35 arrestin U2OS = GPR35 antagonists blocking zaprinast-driven arrestin recruitment, primary screen, imaging, U2OS, beta-arrestin-GFP, zaprinast agonist (AID 2058); U2OS GPR35 beta-arrestin-GFP translocation imaging, zaprinast antagonism; higher % means a stronger effect; inhibition, % at 10 µM; hits with a dose series show IC50 in µM; 290,000 tested, 0.052% active;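 active = inhibition of at least 50% with at least 30 cells and total cytoplasm GFP at most 10,000,000; inconclusive = under 30 cells or total GFP of 10,000,000 plus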
UTI89 phage lysis = protection from phage-mediated lysis, alamar blue read-out – E. coli UTI89, K1F phage, bacterial capsule biogenesis inhibitors (AID 488966); E. coli UTI89 K1F phage lysis, alamar blue, 2 h; higher % means a stronger effect; one-dose inhibition, % at 100 µM; IC50 in µM for titrated hits; 340,000 tested, 0.02% active;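 active = phage lysis inhibition, versus mean bacterial control, above a set limit; inconclusive = no clear call, values can overlap the other calls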;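 also: capsule biogenesis inhibitors block K1F phage lysis so surviving cells raise fluorescence; higher fluorescence means more inhibition of phage lysis; actives were called in the ten point dose series up to 300 µM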
RSV CPE inhibition = RSV antiviral activity via CPE protection, HEp-2 cells, primary 10 µM value included (AID 2391); HEp-2 cells, RSV-induced CPE inhibition; higher % means a stronger effect; one-dose CPE inhibition, % at 10 µM; IC50 in µM for titrated hits; 310,000 tested, 0.13% active; in the data active = a potency from the dose series; inconclusive = CPE inhibition mostly from about 23% at the one dose, without a potency; inactive = the rest, 99 in 100 with CPE inhibition below about 21%; also: strong numbers were not always called active
WT yeast gro inh mutant strain = recorded beside WT yeast gro inh, whose call it bears; inhibition, %; mitochondrial fusion phenotypic screen, mutant strain inhibition
Autophagy mod cell loss 18 h = recorded beside Autophagy mod, whose call it bears; toxicity, %; measured here: cell loss, nuclei count;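 cell loss after 18 h compound exposure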
NTR1 agonist cell count 20 µM = second read-out of NTR1 agonist, no call of its own (marks repeat the call); cell count; measured here: cell count, cytotoxicity flag
NS5 inhibitors pilot replicate = also measured in NS5 inhibitors; calls as there; inhibition, %; measured here: pilot screen replicate inhibition
Active calls of the source: *; i = inactive; ? = inconclusive; . = not tested or not shown; [ ] = dose if it differs, or a comment. Rows were taken by chance; overall some 2.6% were active at least once.

SMILES	AID2073	NTR1 agonist	NTR1 agonist cell count 20 µM	LYP inhibition	NS5 inhibitors	WT yeast gro inh	WT yeast gro inh mutant strain	Autophagy mod	Autophagy mod cell loss 18 h	GPR35 arrestin U2OS	UTI89 phage lysis	RSV CPE inhibition	others
CC(/C=N/NC(=O)Cn1cnc2c1c(=O)n(C)c(=O)n2C)=C\c1ccccc1	-2%	1.6	56	-6%	-3%	3	-2	i	7	-7%	4.5%	0.4%
CC(C)(C)c1ccc(OCC(=O)NNC(=O)Nc2ccccc2)cc1	8%	-0.5	63	-11%	-2%	.	.	.	.	9%	1.3%	1.1%
CCCCc1cc(=O)oc2cc(C)cc(OCC(=O)NCC3CCC(C(=O)O)CC3)c12 (centres undefined)	17%	-2.5	79	-13%	-1%	.	.	.	.	3%	0.7%	3.4%
CCOc1ccc(C(Nc2cccnc2)c2cc(Cl)c3cccnc3c2O)cc1 (centres undefined)	14%	6.4	27	-1%	12%	-9	5	i	19	2%	-0.6%	0.3%
Cc1cc(C)cc(CC(Cc2nc3ccccc3[nH]2)c2nc3ccccc3[nH]2)c1 (centres undefined)	-9%	3.7	47	6%	-3%	7	7	i	-19	-5%	1.2%	-4.8%
CCc1ccc(N2CC(C(=O)Nc3ccc(S(=O)(=O)N4CCOCC4)cc3)CC2=O)cc1 (centres undefined)	.	-1.3	92	.	1%	.	.	.	.	.	0.4%[50 µM]	1.6%
COc1ccc(CCc2nc(-c3cccs3)no2)cc1	13%	0.7	61	-2%	7%	.	.	.	.	10%	0.1%	5.4%	NS5 inhibitors pilot replicate=0.9
O=C(c1cccc([N+](=O)[O-])c1)N1CC2C3C=CC(C3)C2C1 (centres undefined)	6%	-0.8	85	-3%	-3%	2	-11	i	-5	-9%	-1.1%	0.1%
Cc1cc(Oc2ccc(Cl)cc2)nc(SCC(=O)c2ccccc2)n1	8%	12	46	6%	-6%	24	-2	i	7	4%	2.9%	2.8%
Nc1ccc(Br)cc1Br	16%	-0.7	44	-6%	0%	.	.	.	.	10%	0.0%	-0.1%
CCN=C(Nc1ccc2c(c1)OCO2)SC1CC(=O)N(c2ccc(OC)cc2)C1=O (centres undefined)	0%	2.4	88	1%	1%	-7	-3	i	-2	-12%	0.5%	1.0%
CC(=O)Nc1ccc2c(c1)C(=O)N(C1CCCCC1)C2=O	24%	-1.3	38	-7%	-3%	9	21	i	1	3%	0.5%	1.9%
COCCCN1C(=O)N(c2ccccc2)C(=O)C1CC(=O)Nc1ccccc1 (centres undefined)	-7%	0.2	75	-7%	-6%	.	.	.	.	-13%	0.0%	4.8%
c1ccc2c(c1)OCc1cn[nH]c1-2	-3%	1.2	56	-4%	2%	.	.	.	.	-19%	-0.3%[50 µM]	1.4%
C(=C\c1ccccn1)/c1cccnc1	12%	-0.8	85	6%	-5%	.	.	.	.	5%	0.1%	.
CCOc1ccc(OCCC(=O)NNC(=O)c2ccncc2)cc1	.	-1.5	70	.	-12%	.	.	.	.	.	0.7%[50 µM]	-0.2%
O=C(NCC1CCCO1)c1ccc(NS(=O)(=O)c2cccc([N+](=O)[O-])c2)cc1 (centres undefined)	-4%	-0.7	68	1%	-2%	-6	-4	i	31	-11%	0.3%	0.7%
Cc1ccc(S(=O)(=O)N(Cc2ccccc2)c2ccccc2C(=O)Nc2ccccc2C(=O)NCc2ccco2)cc1	12%	0.1	95	-1%	-5%	8	-11	i	26	20%	0.0%	0.6%
Nn1c(Cc2cccc3ccccc23)nnc1SCc1ccccc1Cl	-15%	0.3	40	-1%	-7%	28	-9	i	14	23%	9.0%	4.8%
CCOCCCNC(=O)C1CCN(S(=O)(=O)c2cc(Br)cc3c2N(C(=O)CC)CC3)CC1	9%	0.0	48	-6%	6%	.	.	.	.	-5%	0.1%	2.7%
C/C(=N\NC(=O)c1nnn(-c2nonc2N)c1C(C)C)c1cc(C)sc1C	10%	5.0	51	5%	-13%	.	.	.	.	4%	-0.1%	47%
Cc1ccc2c(c1)C(c1ccc([N+](=O)[O-])cc1)=NNC(c1ccc(Br)cc1)=N2	4%	18	43	5%	-2%	0	23	i	-4	-3%	2.8%	88%
CC1(C)OC2C(O1)[C@@H](CO)O[C@H]2n1cnc2c(N)ncnc21 (some centres undefined)	6%	0.1	51	-5%	-1%	.	.	.	.	-6%	-0.7%	2.5%
Cc1onc(-c2ccccc2)c1C(N)=O	-4%	-0.7	34	-1%	8%	-8	2	i	12	-3%	2.8%	0.5%
COc1cc(CNc2nc3ccccc3s2)cc(OC)c1OC	-5%	2.2	48	-7%	.	.	.	.	.	15%	-1.3%	5.5%
CC(C)(C)c1nnc(NC(=O)c2cccnc2Cl)s1	11%	-0.5	87	-10%	-4%	0	15	i	-4	3%	1.0%	1.9%
CCOC(=O)c1[nH]c(C)c(C(=O)OCC(=O)N2CCCCC2C)c1C (centres undefined)	0%	0.6	78	-7%	6%	14	-6	i	-1	3%	-0.6%	1.4%
CCOc1ccc(C(=O)NCC(=O)OCC(=O)N2C(C)CCCC2C)cc1 (centres undefined)	-7%	0.5	59	-11%	-10%	-2	1	i	-9	4%	1.9%	0.9%
O=C(NCC1CCCO1)c1ccc2c(c1)N(Cc1ccccc1)C(=O)CS2 (centres undefined)	1%	0.3	66	-9%	0%	.	.	.	.	-2%	0.1%	0.5%
O=c1[nH]c2ccccc2nc1NCCN1CCOCC1	0%	-0.6	66	2%	-10%	14	-17	i	-1	5%	0.2%	1.5%
Fc1ccc2nc3c(nc2c1)CCCC3	19%	-1.9	78	-5%	-1%	.	.	.	.	3%	0.0%	0.8%
CCCN(CC(=O)Nc1ccc(C(N)=O)cc1)CC(=O)Nc1cc(Cl)ccc1Cl	18%	2.2	98	-5%	-7%	-5	9	i	-16	-11%	-1.1%	-1.2%
COC(=O)c1ccc(-n2nnnc2SCC(=O)N2CCCCC2)cc1	8%	-1.7	90	-2%	3%	-4	-16	i	10	-8%	0.1%	0.0%
O=C(Cc1ccccc1[N+](=O)[O-])NCCCN1CCOCC1	-2%	1.2	77	-8%	-2%	-10	7	i	2	-19%	2.4%	-0.6%
CCOC(=O)CSC1=Nc2ccccc2C2=NC(CC(=O)NCc3cccs3)C(=O)N12 (centres undefined)	3%	-1.0	73	8%	-7%	-12	-5	i	11	-16%	1.7%	0.9%
CCCCOc1ccc(CN2CCSCC2)cc1	-9%	0.5	58	-5%	0%	.	.	.	.	3%	-0.3%	0.4%

Retrieved by compound from the list above (2):
SMILES	AID2073	NTR1 agonist	NTR1 agonist cell count 20 µM	LYP inhibition	NS5 inhibitors	WT yeast gro inh	WT yeast gro inh mutant strain	Autophagy mod	Autophagy mod cell loss 18 h	GPR35 arrestin U2OS	UTI89 phage lysis	RSV CPE inhibition	others
Cc1cc(Oc2ccc(Cl)cc2)nc(SCC(=O)c2ccccc2)n1	8%	12	46	6%	-6%	24	-2	i	7	4%	2.9%	2.8%
Cc1ccc(S(=O)(=O)N(Cc2ccccc2)c2ccccc2C(=O)Nc2ccccc2C(=O)NCc2ccco2)cc1	12%	0.1	95	-1%	-5%	8	-11	i	26	20%	0.0%	0.6%

New compounds follow.
SMILES	AID2073	NTR1 agonist	NTR1 agonist cell count 20 µM	LYP inhibition	NS5 inhibitors	WT yeast gro inh	WT yeast gro inh mutant strain	Autophagy mod	Autophagy mod cell loss 18 h	GPR35 arrestin U2OS	UTI89 phage lysis	RSV CPE inhibition	others
CCN1CCN(c2ncnc3c2cnn3-c2ccc(Cl)cc2)CC1	-2%	-2.9	49	-13%	-1%	.	.	.	.	10%	0.3%	-1.9%
CC(C)(C)NC(=S)NNC(=O)c1cccc(Br)c1	-5%	3.5	66	-6%	-4%	-12	21	i	-4	1%	-0.2%	6.7%
Oc1ccc(/C=N/NC(=S)NCc2ccco2)cc1	-25%	-1.8	42	5%	6%	-22	6	i	3	-3%	0.0%	3.6%
Cc1ccc(S(=O)(=O)c2nc(Nc3ccccc3)sc2Cl)cc1	6%	.	.	12%	-6%	79*	19*	i	-1	-12%	-0.2%	.
COc1cc(C(=O)N2C(=O)c3cccc(N)c3C2=O)cc(OC)c1OC	25%	-0.8	44	-1%	2%	-5	-4	i	-3	2%	-0.1%	-0.4%
CCN(CC)S(=O)(=O)c1ccc(Cl)c(NC(=O)COc2ccc(OC)cc2[N+](=O)[O-])c1	?	-1.2	32	-8%	-8%	-3	-23	i	3	-6%	-3.1%	0.8%
CN(C)S(=O)(=O)c1cccc(NC(=O)c2ccc3c(c2)S(=O)(=O)N=C2CCCCCN23)c1	.	0.3	47	.	-8%	.	.	.	.	.	-1.3%	0.0%
CCNC(=S)N(CCc1ccc(OC)c(OC)c1)Cc1cc2cc(OC)ccc2[nH]c1=O	-11%	-0.9	42	4%	-3%	-21	0	i	-9	3%	-1.1%	2.0%
C=CCNC(=O)c1ccccc1NC(=O)c1ccccc1SC	56%	-0.5	65	-5%	-5%	-18	6	i	18	-12%	0.2%	2.6%

In the list so far, 8 contain a Cl atom.
SMILES	AID2073	NTR1 agonist	NTR1 agonist cell count 20 µM	LYP inhibition	NS5 inhibitors	WT yeast gro inh	WT yeast gro inh mutant strain	Autophagy mod	Autophagy mod cell loss 18 h	GPR35 arrestin U2OS	UTI89 phage lysis	RSV CPE inhibition	others
CCOc1ccc(C(Nc2cccnc2)c2cc(Cl)c3cccnc3c2O)cc1 (centres undefined)	14%	6.4	27	-1%	12%	-9	5	i	19	2%	-0.6%	0.3%
Cc1cc(Oc2ccc(Cl)cc2)nc(SCC(=O)c2ccccc2)n1	8%	12	46	6%	-6%	24	-2	i	7	4%	2.9%	2.8%
Nn1c(Cc2cccc3ccccc23)nnc1SCc1ccccc1Cl	-15%	0.3	40	-1%	-7%	28	-9	i	14	23%	9.0%	4.8%
CC(C)(C)c1nnc(NC(=O)c2cccnc2Cl)s1	11%	-0.5	87	-10%	-4%	0	15	i	-4	3%	1.0%	1.9%
CCCN(CC(=O)Nc1ccc(C(N)=O)cc1)CC(=O)Nc1cc(Cl)ccc1Cl	18%	2.2	98	-5%	-7%	-5	9	i	-16	-11%	-1.1%	-1.2%
CCN1CCN(c2ncnc3c2cnn3-c2ccc(Cl)cc2)CC1	-2%	-2.9	49	-13%	-1%	.	.	.	.	10%	0.3%	-1.9%
Cc1ccc(S(=O)(=O)c2nc(Nc3ccccc3)sc2Cl)cc1	6%	.	.	12%	-6%	79*	19*	i	-1	-12%	-0.2%	.
CCN(CC)S(=O)(=O)c1ccc(Cl)c(NC(=O)COc2ccc(OC)cc2[N+](=O)[O-])c1	?	-1.2	32	-8%	-8%	-3	-23	i	3	-6%	-3.1%	0.8%
